NadD block: NadD (S. aureus) enzyme inhibition. purified NadD enzyme, colorimetric absorbance read-out. inhibition, % at 20 µM. 360,000 compounds, 0.78% hits; in the data active = inhibition above about 26%; note: some compounds past the cut are filed as inactive
Rin1 Abl inh: human Rin1-Abl interaction inhibition; P00519+Q13671; TR-FRET Rin1/Abl binding, biochemical; inhibition, % at 7.35 µM; 360,000 compounds, 0.4% hits; AID 588664; in the data active = inhibition above about 5%, passing the limit was not always enough
STEP inh: inhibitors of human striatal-enriched phosphatase STEP. P54829. recombinant STEP, OMFP fluorogenic substrate, fluorescence. inhibition, % at 20 µM. 360,000 compounds, 0.25% hits. AID 588621;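 active = inhibition at 20 µM, scaled per plate between control wells, above about 37%, limit read from the data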;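 note: 0% = DMSO with enzyme and substrate and 100% = substrate only without enzyme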
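Material: STEP (striatal-enriched tyrosine phosphatase) enzyme, cell-free; Compound dosing: 20 µM single dose in 1% DMSO; Technique: fluorescence read at 480 nm ex / 540 nm em; Times: reaction 20 min, ambient temperature; Medium: 50 mM Bis-Tris pH 6.0 with 2.5 mM DTT and 0.005% Tween 20; Also added: OMFP at 25 µM.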
DNMT1 inh: inhibitors of human DNMT1; 360,000 compounds, 0.83% hits; inhibition (reported as % activation of signal), % at 10 µM; P26358; AID 588458; DNMT1 molecular beacon, Hinp1I cleavage, fluorescence; in the data active = inhibition above about 50%
CSN deneddyl inh: blocks human CSN-mediated cullin deneddylation; AID 651999; inhibition, % at 12.5 µM; Purified CSN, SCF-Nedd8-OG deneddylation, fluorescence polarization; 360,000 compounds, 0.38% hits;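 active = pattern-corrected inhibition above about 35%, with an unprinted fluorescence ratio check between 0.5 and 1.5, limit read from the data, passing the limit was not always enough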;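 note: 0% = enzyme with substrate and 100% = substrate without enzyme; some results filed as inactive read as strong as hits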
Target sequence (Q92905 whole entry, looked up, one chain of several): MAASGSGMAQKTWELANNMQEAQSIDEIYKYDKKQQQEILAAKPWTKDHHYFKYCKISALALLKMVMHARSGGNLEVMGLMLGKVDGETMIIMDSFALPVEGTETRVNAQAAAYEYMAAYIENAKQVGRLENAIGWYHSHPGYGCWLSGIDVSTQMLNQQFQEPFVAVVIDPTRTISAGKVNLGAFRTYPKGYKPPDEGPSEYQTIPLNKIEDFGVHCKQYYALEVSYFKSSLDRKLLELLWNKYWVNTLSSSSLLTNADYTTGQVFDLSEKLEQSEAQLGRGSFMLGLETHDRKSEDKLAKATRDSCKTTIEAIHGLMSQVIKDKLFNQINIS
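test system = HEK293T-derived human Csn5 enzyme | amount = 0.24 nM Csn5 enzyme, final concentration | medium = Tris/NaCl/DTT buffer, pH 7.5 | schedule = 90 min reaction at room temperature | signal = FP | evaluation = inhibition of Csn5 cleavage, % | compound dosing = single dose of 12.5 µM compound with 0.25% DMSO | probe or stimulus = 10 nM SCFSkp2-Nedd8OG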
LMPTP block: blocks human LMPTP phosphatase; inhibition, % at 20 µM; 360,000 compounds, 0.22% hits; recombinant LMPTP-A, OMFP fluorogenic substrate, fluorescence intensity; AID 651560; P24666;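 active = compounds that cut the enzyme signal by at least half of the control window in the single-dose screen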;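 note: plate controls were DMSO wells with enzyme plus substrate for no effect and substrate without enzyme for full effect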
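Assay system: LMPTP-A enzyme. Input: 0.625 nM LMPTP-A final. Probe or stimulus: 400 µM OMFP. Compound dosing: single 20 µM dose. Schedule: 50 min dark incubation at room temperature. Detection: fluorescence intensity of OMFP turnover product. Read-out: percent inhibition versus substrate-only and uninhibited controls. Benchmarks: no-enzyme low control, uninhibited high control.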
Rpn11 inh: blocks the human proteasome subunit Rpn11; O00487; human 26S proteasome, Ub4-pepOG fluorescence polarization; 20S core pre-blocked with epoxomicin; calls only at 20 µM; 360,000 compounds, 0.59% hits; AID 588493;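 active = inhibition at 20 µM, scaled to each plate's controls, above about 33%, limit read from the data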
Neddyl block: inhibitors of human cullin neddylation; P61081+Q13564; calls only at 25 µM; AID 651699; 360,000 compounds, 0.58% hits; TR-FRET cullin neddylation, biochemical; in the data active = inhibition above about 36%
Target sequence (P61081 whole entry, looked up): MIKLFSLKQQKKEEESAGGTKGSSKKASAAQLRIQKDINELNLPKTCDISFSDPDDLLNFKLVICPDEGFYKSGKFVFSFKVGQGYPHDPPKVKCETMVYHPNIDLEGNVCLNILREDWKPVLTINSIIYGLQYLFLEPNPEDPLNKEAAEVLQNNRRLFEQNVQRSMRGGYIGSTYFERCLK
Target sequence (Q13564 whole entry, looked up): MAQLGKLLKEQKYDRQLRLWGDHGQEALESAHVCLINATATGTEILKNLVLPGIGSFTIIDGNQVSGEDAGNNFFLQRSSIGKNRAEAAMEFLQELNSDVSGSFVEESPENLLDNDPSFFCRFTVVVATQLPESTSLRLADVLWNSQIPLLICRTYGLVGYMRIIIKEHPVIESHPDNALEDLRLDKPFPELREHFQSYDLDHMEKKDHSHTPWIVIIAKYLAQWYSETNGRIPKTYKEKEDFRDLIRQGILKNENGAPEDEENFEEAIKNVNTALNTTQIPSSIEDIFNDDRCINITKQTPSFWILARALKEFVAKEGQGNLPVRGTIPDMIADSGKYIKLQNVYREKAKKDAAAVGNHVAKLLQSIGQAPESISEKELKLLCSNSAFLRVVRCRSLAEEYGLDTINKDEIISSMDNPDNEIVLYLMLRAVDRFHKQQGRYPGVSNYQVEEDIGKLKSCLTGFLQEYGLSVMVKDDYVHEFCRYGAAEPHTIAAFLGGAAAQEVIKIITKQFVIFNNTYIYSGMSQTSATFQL
SUMO1-SIM PPI: alters human SUMO1 binding to SIM partners | inhibition, % at 20 µM | SUMO1 binding to a labelled peptide, TR-FRET, 1 h | 360,000 compounds, 0.33% hits; in the data active = inhibition above about 37%
Scp1 inh: Scp-1 (human) phosphatase inhibition | Recombinant Scp1, phosphopeptide, malachite green phosphate absorbance | inhibition, % at 20 µM | AID 493091 | 340,000 compounds, 0.88% hits | Q9GZU7;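 active = inhibition above about 50% at 20 µM, limit read from the data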;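 note: plate controls were DMSO wells with enzyme for no effect and wells lacking enzyme for full effect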
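Material: truncated SCP-1 phosphatase (76-261aa) / Buffer or medium: 50 mM Tris acetate pH 5.5, 0.005% Tween-20, 10 mM MgCl2 / Compound dosing: one concentration, 20 µM, with 1.0% DMSO / Incubation: 45 min room-temperature reaction, 5 min colour, 30 min stabiliser / Detection: colorimetric free-phosphate detection, absorbance 630 nm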
An asterisk follows results filed as active; i = inactive; x = no result given; + = active, no number.

The first 4 compounds as a preview:
SMILES	NadD block	Rin1 Abl inh	STEP inh	DNMT1 inh	CSN deneddyl inh	LMPTP block	Rpn11 inh	Neddyl block	SUMO1-SIM PPI	Scp1 inh
CCCCNC(=O)CC1N=C2c3ccccc3N=C(SCC(=O)Nc3ccccc3OC)N2C1=O (stereo not drawn)	1	-3	-1	1	1	-0.5	i	i	2	-2
COc1ccc(NC(=O)C/C(C)=N/NC(=O)c2ccco2)c([N+](=O)[O-])c1	1	-15	3	-5	-1	2.2	i	i	-29	-8
O=S1(=O)N=C(N2CCCC2)c2ccccc21	-6	0	0	-1	1	-0.9	i	i	1	-10
COCCCNC(=O)CN(c1ccc(OC)cc1)S(=O)(=O)c1ccc(NC(C)=O)cc1	6	-1	-2	-3	-1	-1.9	i	i	2	0

Results, previewed entries included:
SMILES	NadD block	Rin1 Abl inh	STEP inh	DNMT1 inh	CSN deneddyl inh	LMPTP block	Rpn11 inh	Neddyl block	SUMO1-SIM PPI	Scp1 inh
CCCCNC(=O)CC1N=C2c3ccccc3N=C(SCC(=O)Nc3ccccc3OC)N2C1=O (stereo not drawn)	1	-3	-1	1	1	-0.5	i	i	2	-2
COc1ccc(NC(=O)C/C(C)=N/NC(=O)c2ccco2)c([N+](=O)[O-])c1	1	-15	3	-5	-1	2.2	i	i	-29	-8
O=S1(=O)N=C(N2CCCC2)c2ccccc21	-6	0	0	-1	1	-0.9	i	i	1	-10
COCCCNC(=O)CN(c1ccc(OC)cc1)S(=O)(=O)c1ccc(NC(C)=O)cc1	6	-1	-2	-3	-1	-1.9	i	i	2	0
Cc1ccc2nc(CCCc3nc4ccc(C)cc4[nH]3)[nH]c2c1	-4	0	-4	-2	7	1.8	i	i	-3	-3
C/C(Cl)=C/Cn1c(SCC(C)C)nc2c1c(=O)[nH]c(=O)n2C	-1	1	3	22	-4	-0.9	i	i	3	-7
COc1ccc(CCNC(=O)CCS(=O)(=O)c2ccc(Br)cc2)cc1OC	-3	8	-2	11	4	-0.6	i	i	3	11
C/C=C/c1cccc(-c2nc(C(=O)NC3Cc4ccccc4C3)cc3c2[C@@H](CCO)N(C(C)=O)C3)c1	-12	x	x	x	-4	2.3	x	i	1	x
COc1cc(CN2CCC(n3nccc3NC(=O)C3CC3)CC2)cc(OC)c1	-5	-2	-2	1	2	-1.3	i	i	3	1
COc1ccc(S(=O)(=O)N2CCC(C(=O)NCCC(=O)NCc3ccccc3OC)CC2)cc1	0	-3	-1	-1	-1	1.7	i	i	-1	-5
Clc1ccc(-c2nc(-c3cc4cc(Cl)ccc4o3)cs2)cc1	3	2	0	12	0	-1.3	i	i	2	3
O=C(O)C1=C[C@@H](C2CC2)C[C@@H](OCc2ccc(CO)cc2)O1	-3	1	0	3	2	-0.3	i	i	4	-3
O=C(c1cccnc1)N1CCN(S(=O)(=O)c2ccc(F)cc2)CC1	2	3	-1	-2	8	-0.3	i	i	2	-4
Brc1[nH]nc2ccccc12	5	-1	0	-6	6	0.7	i	i	5	-6
Cn1cccc1CNC(=O)Nc1ccc(Cl)cc1	5	-4	-2	-8	2	-2.1	i	i	-2	-7
COc1ccc(C2CC(=O)Oc3cc(C)cc(C)c32)cc1 (stereo not drawn)	2	-1	-1	1	2	1.0	i	i	5	-4
Fc1ccc(/C=N/Nc2cc(N3CCOCC3)ncn2)cc1	-1	-2	4	6	3	0.1	i	i	5	-2
CCc1c(C(=O)NCc2ccccc2Cl)[nH]c(C)c1C(C)=O	-1	0	1	-1	-2	-0.7	i	i	1	-21
CCCn1c(O)c(C=Nc2ccccc2)sc1=S	-3	-2	7	-4	1	1.7	i	i	-5	-9
CC(C(=O)NCCc1ccccc1)N1c2cccc3cccc(c23)S1(=O)=O (stereo not drawn)	-5	0	-1	-3	0	1.1	i	i	-4	-9
COc1cc(-c2noc(C)c2C#Cc2ccc(N)cc2)cc(OC)c1OC	-6	1	1	-22	-1	3.3	i	i	8	-3
NC(=S)NN=Cc1nccc2c(C(F)(F)C(F)(F)C(F)(F)F)cccc12	13	0	2	38	0	0.9	i	i	-1	x
Cn1cc(C2=C(c3ccc(Cl)cc3Cl)C(=O)NC2=O)c2ccccc21	10	-5	-12	-4	-74	4.3	x	i	-14	-17
Cc1cc(C(=O)N2CCCC(Nc3ccc(C)c(C)c3)C2)nc(C)n1 (stereo not drawn)	1	-2	-3	0	0	-0.4	i	i	3	x
O=C1/C(=C/c2cccs2)SC(=S)N1c1ccccc1	7	-1	0	15	5	-1.7	i	i	0	-3
O=C(CCNC(=O)c1ccccc1)OCN1C(=O)c2ccccc2C1=O	-3	2	3	8	-1	-1.9	i	i	-4	-9
O=C(Nc1ccc2c(c1)OCO2)c1ccc(Cl)nc1	0	1	0	3	-1	-1.9	i	i	-1	5
CC1(C)CC2(CCCN(CC(O)(c3ccccc3)c3ccccc3)C2)CCO1 (stereo not drawn)	-4	-4	1	94*	-1	0.5	i	i	2	-6
Cc1ccc(C(c2nnnn2CC2CCCO2)N2CCN(C(=O)c3ccco3)CC2)cc1 (stereo not drawn)	-2	0	-4	-2	-1	-1.4	i	i	4	1
Cn1nc(C(=O)Nc2ccc(Cl)c(S(=O)(=O)N3CCOCC3)c2)c2ccccc2c1=O	-2	-3	0	1	-1	0.1	i	i	3	-3
Cc1cc(C)c(NC(=O)CCCn2c(=O)oc3ccccc32)c(C)c1	-6	4	1	1	2	-0.8	i	i	6	0
COc1ccc(Cl)cc1S(=O)(=O)N1CCCC1=O	-3	2	-1	1	-5	-0.8	i	i	0	-8
Cc1ccccc1S(=O)(=O)Nc1cccnc1	-3	-2	-2	-1	-4	-0.5	i	i	-1	-2
Cn1cc(C=O)c2ccccc21	-8	3	-1	0	-13	-0.5	i	i	-4	-6
Cc1[nH]c2ccccc2c1C(=O)C(C)OC(=O)c1ccc([N+](=O)[O-])o1 (stereo not drawn)	-2	0	-1	-6	-2	1.3	i	i	-3	0
COc1cc(OC)c(OC)cc1CNC(=O)c1cc(S(=O)(=O)N2CCOCC2)ccc1F	-3	-1	-1	1	-3	-1.5	i	i	5	2
COc1ccc(CN2CSC(=S)N(Cc3ccccc3)C2)cc1	-2	-4	2	0	7	0.5	i	i	5	-5
COc1cccc(CNc2nc3ccc(C)cc3n3cnnc23)c1	-5	-2	2	-1	2	-1.5	i	i	5	-3
c1ccc(Cn2c(NCc3ccccn3)nc3ccccc32)cc1	-1	4	-2	0	1	1.6	i	i	2	-7
CSc1nc(Oc2ccc3ccccc3c2)c2sccc2n1	-8	1	0	-6	1	1.6	i	i	-2	-6
O=C(NCc1ccc(N2CCCC2=O)cc1)c1cnccn1	-8	1	1	-1	-2	-0.2	i	i	-1	-3
Cc1cccc(N2CCN(C(=O)c3cc4c(=O)n(C)c5ccccc5c4n3C)CC2)c1C	10	0	2	-6	0	5.0	i	i	10	-12
O=C(COC(=O)CCC(=O)c1ccc(Cl)cc1)NCCc1ccccc1	-12	1	0	-1	1	0.6	i	i	0	-3
Cc1cc(=O)oc2c(CN3CCCCC3)c(O)c(Cl)cc12	-3	-1	-4	2	-6	0.2	i	x	-2	3
NNC(=O)c1cc(Cl)ccc1Cl	5	4	-3	2	-13	-0.3	i	i	-2	-10
COc1ccc(CNC(=O)C/C(C)=N/NC(=O)c2cnccn2)cc1	-7	1	3	2	1	-2.0	i	i	-1	-4
O=C(CSc1cccc[n+]1[O-])c1ccccc1Br	-11	-1	-4	-2	13	-1.9	i	i	-2	-4
O=C(NCC(c1ccco1)N1CCCCC1)c1cccs1 (stereo not drawn)	3	0	-4	-1	-2	-1.8	i	i	1	-5
CC(=O)Nc1ccc(NC(=O)CSc2ccc(-c3ccc(-n4ccnc4)cc3)nn2)cc1	-2	0	2	-3	9	8.1	i	i	42*	-1
COCCCNC(=O)c1ccccc1NS(C)(=O)=O	-1	-1	-3	6	0	0.0	i	i	0	-6
CC[n+]1c(S(=O)(=O)[O-])ccc2ccc(C)cc21	8	-1	0	7	3	-0.9	i	i	-4	-3
Cc1ccccc1OCC(=O)Nc1ccc2oc(=O)ccc2c1	-7	-1	5	1	-1	-2.7	i	i	-1	-3
COc1ccc(-c2cc3c(=O)n(CC(=O)Nc4ccc(C(C)=O)cc4)ncn3n2)cc1	3	-3	3	35	-1	22	i	i	-13	2
O=C(Nc1cccc(C(F)(F)F)c1)c1ccc(N2CCNCC2)c([N+](=O)[O-])c1	14	1	3	-9	4	1.2	i	i	-14	-1
CC(C)[C@H]1CN=C2N(CCNC(=O)CCC3CCCCC3)[C@H](Cc3ccc(O)cc3)CN21	-6	2	-2	20	0	-1.6	i	i	1	2
CC1CCN(C(=O)c2ccc(NC3=C(Cl)C(=O)N(Cc4ccccc4)C3=O)cc2)CC1	2	-1	0	2	4	5.4	i	i	-23	30
COc1ccc(C(=O)CSc2nnc(COc3ccc(C#N)cc3)n2-c2ccccc2)cc1	3	2	1	1	1	-0.6	i	i	3	-5
CC1CCC2(CC1)NC(=O)N(NC(=O)c1cc3ccccc3o1)C2=O (stereo not drawn)	-2	0	0	1	-5	-0.2	i	i	-1	-5
COc1ccc(NC(=O)C2CCN(S(=O)(=O)c3ccc(Br)s3)CC2)cc1OC	-6	-3	-1	-5	1	-1.1	i	i	-1	-8
CCOC(=O)c1c(C)[nH]c(C)c1C(=O)CSc1nc2ccccc2n1CCC#N	-3	0	14	5	-9	-0.4	i	i	3	-4

(list continues)
SMILES	NadD block	Rin1 Abl inh	STEP inh	DNMT1 inh	CSN deneddyl inh	LMPTP block	Rpn11 inh	Neddyl block	SUMO1-SIM PPI	Scp1 inh
O=C(COC(=O)c1ccc2c(c1Cl)C(=O)c1ccccc1C2=O)NC1CC1	5	1	4	3	6	2.1	i	i	-2	10
COCCCn1c(=O)/c(=C\c2ccccc2OC(F)F)s/c1=C(/C#N)C(=O)NCCOC	-8	-6	3	-1	21	-1.3	x	i	-16	-7
COc1ccc(C(=O)N/N=C/c2ccccn2)cc1	-3	-1	0	3	-2	-0.9	i	i	-6	x
CC(=O)OC[C@@H]1CN(Cc2ccccc2)C[C@H](n2cnc3c(NCc4ccco4)ncnc32)O1	3	-3	1	-5	-3	0.5	i	i	-3	x
S=c1[nH]nc(-c2cc(-c3ccccc3)n[nH]2)n1/N=C/c1cccc(Cl)c1	24	0	9	5	70	10	+	+	88*	4
CCCCNC(=O)NCCN1CCOCC1	-9	3	-2	1	2	-1.4	i	i	4	-6
NNC(=O)CSc1nc(-c2ccccc2)nc2c1CCCC2	8	5	-4	0	-5	-0.5	i	i	-2	-3
COCCNC(=O)C1CCCN(c2nn3c(=O)cc(C)nc3s2)C1 (stereo not drawn)	3	0	0	3	-2	-1.2	i	i	2	6
CCOC(=O)c1c(NC(=O)CSc2nnnn2-c2ccccc2)sc2c1CC(C)(C)NC2(C)C	-11	4	1	-2	1	1.3	i	i	-13	-8
